Bioassay records from PubChem.
HT1080 IDH1KD tx = qHTS for induction of synthetic lethality in tumor cells producing 2HG: qHTS for the HT-1080-IDH1KD cell line. HT-1080 IDH1 knockdown viability, ATP luminescence, 48 h. Potency, µM (top dose mostly 46.1 µM), without a hit: at the top dose activity, negative = toxicity, usual class: cytotoxic. hit rate 2% among 360,000. AID 686971, 2013;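 also: potency is read from the fitted curve at half-maximal effect; 0% = DMSO wells and -100% = cell-free medium wells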
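Viability of IDH1-knockdown HT-1080 fibrosarcoma cells was assessed by CellTiter-Glo after 48 h at 37 °C with titrated compound; concentration-effect curves were classified by fit quality and response size.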
MCF10A rerep = A quantitative high throughput screen for small molecules that induce DNA re-replication in MCF 10a normal breast cells | Potency, µM (doses to about 46.1 µM), without a hit: at the top dose activity, positive = re-replication, hits mostly activators | MCF 10A DNA re-replication, Hoechst nuclear intensity, 48 h | hit rate 2.9% among 350,000; also: potency is read from the fitted curve at half-maximal effect; % of control where 0% means no effect; nearly all actives have a fitted effect of over 50% in size
WRN helicase inh = qHTS for Inhibitors of WRN Helicase; Bifunctional 3'-5' exonuclease/ATP-dependent helicase WRN (Homo sapiens), Q14191; WRN helicase unwinding, fluorescent forked duplex, kinetic; Potency, µM (doses to about 114 µM), without a hit: at the top dose activity change, negative = inhibition, hits mostly inhibitors; hit rate 0.46% among 360,000; AID 651768, 2012; also: potency is read from the fitted curve at half-maximal effect; % is scaled to controls: 0 for no effect and ±100 for the full control effect; nearly all actives have a fitted effect of over 55% in size
Target sequence (Q14191 whole entry, looked up): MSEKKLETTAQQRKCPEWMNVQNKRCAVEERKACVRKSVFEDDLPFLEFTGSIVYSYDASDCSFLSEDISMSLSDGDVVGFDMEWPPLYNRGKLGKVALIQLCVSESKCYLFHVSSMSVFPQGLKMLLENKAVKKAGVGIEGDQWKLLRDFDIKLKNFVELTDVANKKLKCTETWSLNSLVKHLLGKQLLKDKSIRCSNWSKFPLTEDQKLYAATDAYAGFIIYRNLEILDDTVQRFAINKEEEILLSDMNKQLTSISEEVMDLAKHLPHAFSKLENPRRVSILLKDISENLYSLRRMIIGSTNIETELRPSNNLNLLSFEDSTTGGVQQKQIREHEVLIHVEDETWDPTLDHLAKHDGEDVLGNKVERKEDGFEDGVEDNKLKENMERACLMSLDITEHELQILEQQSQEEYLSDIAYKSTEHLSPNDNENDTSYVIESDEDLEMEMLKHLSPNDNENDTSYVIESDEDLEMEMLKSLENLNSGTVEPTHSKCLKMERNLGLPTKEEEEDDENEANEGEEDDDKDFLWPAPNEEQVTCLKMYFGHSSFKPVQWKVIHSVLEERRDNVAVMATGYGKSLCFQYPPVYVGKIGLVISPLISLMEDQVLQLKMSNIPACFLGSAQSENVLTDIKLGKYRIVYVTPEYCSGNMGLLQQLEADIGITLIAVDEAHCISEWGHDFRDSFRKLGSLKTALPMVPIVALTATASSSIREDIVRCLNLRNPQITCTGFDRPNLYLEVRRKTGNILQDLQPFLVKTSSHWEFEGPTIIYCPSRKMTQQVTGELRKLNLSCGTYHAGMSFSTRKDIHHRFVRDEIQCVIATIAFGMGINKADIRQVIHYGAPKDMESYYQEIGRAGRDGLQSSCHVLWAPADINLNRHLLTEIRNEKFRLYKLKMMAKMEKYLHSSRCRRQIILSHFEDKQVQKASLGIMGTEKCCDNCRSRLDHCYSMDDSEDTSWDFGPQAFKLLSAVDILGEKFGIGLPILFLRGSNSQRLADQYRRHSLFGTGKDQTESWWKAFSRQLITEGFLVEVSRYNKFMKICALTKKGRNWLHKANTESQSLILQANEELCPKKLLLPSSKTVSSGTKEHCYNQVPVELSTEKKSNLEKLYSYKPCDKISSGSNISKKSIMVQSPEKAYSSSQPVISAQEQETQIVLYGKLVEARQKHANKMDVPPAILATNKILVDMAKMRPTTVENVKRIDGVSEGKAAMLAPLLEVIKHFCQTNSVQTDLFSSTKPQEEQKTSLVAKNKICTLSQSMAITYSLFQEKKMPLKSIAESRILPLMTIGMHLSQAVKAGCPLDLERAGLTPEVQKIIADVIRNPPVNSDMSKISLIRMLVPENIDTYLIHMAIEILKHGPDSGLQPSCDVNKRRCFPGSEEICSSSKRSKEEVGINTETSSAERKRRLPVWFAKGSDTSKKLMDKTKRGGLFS
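Primary qHTS, 1536-well format. 20 nM WRN + compound, 15 min RT; start with 100 nM forked fluorophore/quencher duplex, 2 mM ATP (final); kinetic read ex 525/em 598 nm.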
IL-1B inflam inh = qHTS for Inhibitors of Inflammasome Signaling: IL-1-beta AlphaLISA Primary Screen. THP-1 LPS/ATP IL-1B secretion, AlphaLISA, 16 h; active compounds read low. activity change, % at 57.5 µM. hit rate 4.7% among 360,000; in the data active = activity change below about -50%; inconclusive = mostly about -30% to -49%; also: % is scaled to controls: 0 for no effect and ±100 for the full control effect
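THP-1 cells pretreated 1 hr with compounds (up to 57.5 uM final), then stimulated with LPS (250 ng/mL final) plus ATP (1.25 mM final); secreted IL-1B measured by AlphaLISA after 16 hr, decreased signal indicating inhibition.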
SW480 rerep = A quantitative high throughput screen for small molecules that induce DNA re-replication in SW480 colon adenocarcinoma cells. SW480 DNA re-replication, Hoechst DNA content imaging, 48 h. Potency, µM (highest dose often 46.1 µM), for the others: top-dose re-replication activation, actives largely listed as activators. hit rate 1.8% among 340,000. AID 624297, 2012; also: potency is read from the fitted curve at half-maximal effect; % of control where 0% means no effect; nearly all actives have a fitted effect of over 55% in size
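SW480 cells exposed to compounds for 48 hr at 37 C, 5% CO2, then Hoechst-stained 40 min. Nuclear DNA content imaged by fluorescence scanning (405 nm excitation, 500-530 nm emission); re-replication scored as increased high-intensity nuclei.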
KB-V1 MDR tox = qHTS assay for MDR1-selective chemotherapeutics: Primary screen using the drug-selected MDR subline cells KB-V1; Potency, µM (series often up to 46.1 µM), inactives show at the top dose activity change, negative = cytotoxicity, actives largely listed as cytotoxic; KB-V1 MDR cells viability, CellTiter-Glo, 72 h; hit rate 3.4% among 400,000; also: potency is read from the fitted curve at half-maximal effect; % is scaled to controls: 0 for no effect and ±100 for the full control effect; nearly all actives have a fitted effect of over 60% in size
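Drug-selected KB-V1 cells, grown in DMEM lacking phenol red with 10% FBS, receive compound titrations; after three days at 37 degrees C, surviving cell ATP is quantified by CellTiter-Glo luminescence and responses normalized and curve-fitted.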
ATXN2 expr inh = Primary qHTS for Inhibitors of ATXN expression; HEK-293 ATXN2-luciferase reporter, luminescence, 24 h; Potency, µM (highest dose often 57 µM), for the others: at the top dose activity change, negative = inhibition, most hits filed as inhibitors; hit rate 0.72% among 360,000; also: potency is read from the fitted curve at half-maximal effect; % is scaled to controls: 0 for no effect and ±100 for the full control effect; nearly all actives have a fitted effect of over 55% in size
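qHTS (up to 57 uM final) was run with 24 h compound exposure of reporter cells at 37 °C. Each well was multiplexed: SteadyGlo luminescence measured ATXN2-luciferase expression after a fluorogenic Gly-Phe-AFC viability readout (25 uM final).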
KB-3-1 tox = qHTS assay for MDR1-selective chemotherapeutics: Primary screen using the parental adenocarcinoma cell KB-3-1. KB-3-1 viability, CellTiter-Glo ATP luminescence, 72 h. Potency, µM (top dose mostly 46.1 µM), inactives show at the top dose activity change, negative = cytotoxic, actives largely listed as cytotoxic. hit rate 1.4% among 400,000; also: potency is read from the fitted curve at half-maximal effect; % is scaled to controls: 0 for no effect and ±100 for the full control effect; nearly all actives have a fitted effect of over 60% in size
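Viability of parental KB-3-1 cells, measured by CellTiter-Glo luminescence, followed a 72 h incubation at 37 °C with pinned compounds in phenol-red-free DMEM containing 10% FBS.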
HT1080-NT tox = qHTS for induction of synthetic lethality in tumor cells producing 2HG: qHTS for the HT-1080-NT fibrosarcoma cell line | HT-1080-NT fibrosarcoma viability, CellTiter-Glo ATP luminescence, 48 h | Potency, µM (doses to about 46.1 µM), for inactives: at the top dose activity, negative = less viability, hits mostly cytotoxic | hit rate 1.6% among 360,000;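 also: NT is the 2HG producing partner of a matched IDH1 knockdown line; potency is read from the fitted curve at half-maximal effect; 0% = DMSO-treated cells and -100% = media-only wells without cells; nearly all actives have a fitted effect of over 55% in size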
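750 cells/well, RPMI + 5% FBS; 2 h settle, compound pin-transfer, 48 h at 37 degrees C. CellTiter-Glo 10 min RT, luminescence. Normalized to DMSO and media-only wells.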
* = called active by the depositor; u = inconclusive; x = no result given; [ ] = dose if it differs, or a comment. Unless noted, calls follow the shape of the dose curve; as a rule, active = well fitted curve in the direction sought with a large enough effect; inconclusive = small, poorly fitted or top-dose-only effect, or another doubt; inactive = no such curve, though single readings can be large; an effect the other way counts as inactive or inconclusive.

The line under a structure holds: HT1080 IDH1KD tx, MCF10A rerep, WRN helicase inh, IL-1B inflam inh, SW480 rerep, KB-V1 MDR tox, ATXN2 expr inh, KB-3-1 tox, HT1080-NT tox
CCCc1c(C)nc2c(Br)cccc2c1Cl
    11%, 3%, 0%, 15, -44%[inhibitor], u, x, 2%, -1%
COc1ccccc1CNc1nc(NC(C)C)nc2ccsc12
    u, x, -7%[57.1 µM], -98*, x, 10µM*, 0%, u, u
CN(CCC#N)C(=O)COC(=O)c1nn(-c2ccccc2)c(=O)c2ccccc12
    7%, u, 2%, 1, -8%, 3%, 21%, -2%, 17%
C[C@@]12C(=O)N(c3ccc(C(F)(F)F)cc3)C(=O)N1[C@@H]1c3ccccc3OC[C@@H]1[C@H]2c1ccccc1
    2%, u, -2%, 0, -32%[inhibitor], 3%, 1%, 0%, 8%
O=c1c2ccccc2nc2n1CCN2
    -6%, 0%, -6%, 14, -3%, 6%, -15%, -1%, 1%
O=C(Nc1cccc(F)c1)N1CCC(n2c(=O)[nH]c3ccccc32)CC1
    -2%, -5%, 1%, -22, -23%, -49%, -26%, u, -3%
COc1ccc2c(CC(=O)Nc3cccc(S(=O)(=O)N4CCOCC4)c3)coc2c1
    -1%, 6%, -8%, -22, -1%, u, 3%, -2%, 3%
CCc1cc(C(=O)c2ccc(OC)cc2)c(N)s1
    -21%, -3%, 1%, x, -3%, -20%, 1%, -6%, -8%
Cc1ccc(NC(=O)CCNS(=O)(=O)c2cc(Br)cnc2N)cc1Cl
    -21%, 18µM*, -11%, u, 7%, 13µM*, -9%, u, -9%
COc1cc(/C=C2/SC(=S)N(CC(=O)O)C2=O)ccc1OC(=O)c1cccs1
    -3%, 13%, u, 0, 11%, -9%, -16%, -29%, -7%

Look-ups from the results shown.
O=C(Nc1cccc(F)c1)N1CCC(n2c(=O)[nH]c3ccccc32)CC1 in HT1080-NT tox = -3%
COc1ccc2c(CC(=O)Nc3cccc(S(=O)(=O)N4CCOCC4)c3)coc2c1 in SW480 rerep = -1%
COc1cc(/C=C2/SC(=S)N(CC(=O)O)C2=O)ccc1OC(=O)c1cccs1 in KB-3-1 tox = -29%
CCCc1c(C)nc2c(Br)cccc2c1Cl in WRN helicase inh = 0%
C[C@@]12C(=O)N(c3ccc(C(F)(F)F)cc3)C(=O)N1[C@@H]1c3ccccc3OC[C@@H]1[C@H]2c1ccccc1 in IL-1B inflam inh = 0
Cc1ccc(NC(=O)CCNS(=O)(=O)c2cc(Br)cnc2N)cc1Cl in SW480 rerep = 7%

Some entries already given, showing only HT1080 IDH1KD tx and IL-1B inflam inh.
smiles | HT1080 IDH1KD tx | IL-1B inflam inh
COc1ccc2c(CC(=O)Nc3cccc(S(=O)(=O)N4CCOCC4)c3)coc2c1 | -1% | -22
CCc1cc(C(=O)c2ccc(OC)cc2)c(N)s1 | -21% | x

Later entries
The line under a structure holds: HT1080 IDH1KD tx, MCF10A rerep, WRN helicase inh, IL-1B inflam inh, SW480 rerep, KB-V1 MDR tox, ATXN2 expr inh, KB-3-1 tox, HT1080-NT tox
Cc1ccccc1N1CCN(C2CCCN(C(=O)c3cn4c(C)cccc4n3)C2)CC1 (centres undefined)
    1%, -2%, 0%, 16, -22%, 18%, x, -8%, 2%
CCC(=O)c1ccc(OCC(=O)NCCc2ccccn2)cc1
    1%, 3%, -3%[57.1 µM], 10, u, -5%, -7%, 7%, -3%
CCOCCOC(=O)C1=C(C)Nc2ccc(C)cc2S1
    -3%, -2%, -8%, 11, 0%, 13µM*, 32%, -5%, -17%
CCOC(=O)CC1(C)N(S(=O)(=O)c2ccc(C)cc2)c2ccccc2N1S(=O)(=O)c1ccc(C)cc1
    20%, x, 2%, 2, x, u, x, -4%, 19%
COc1cccc2c3c(c(C)nc12)CC(C)O3 (centres undefined)
    11%, 2%, 1%, 10, -3%, 6%, 5%, 14%, 9%
CCc1sc(C(=O)Nc2nc(-c3ccccn3)cs2)cc1C
    u, u, 2%, 113, u, u, 25µM*, u, -22%
Cc1ccc(OCC(=O)c2c(N)n(C)c(=O)n(C)c2=O)c([N+](=O)[O-])n1
    0%, -3%, 45µM*, 0, u, 23%, 7%, -14%, 5%[9.24 µM]
CCOc1ccc(CN(C)C(=O)CNC(=O)c2ccc(Br)o2)cc1OC
    u, -1%, -14%, -7, u, -6%, 4%, -3%, -11%
COc1cc(C(=O)NC(=S)Nc2cccc(-c3cc4ccccc4oc3=O)c2)cc(OC)c1OC
    -8%, 8%, -5%, -1, -2%, 24%, 0%, 3%, -1%
Cc1ccc(OCC(=O)NCCCNC(=O)c2ccncc2)cc1
    15%, u, 9%, 23, -2%, 23%, -1%, 3%, -7%
O=C(NCCCO)C(=O)Nc1cc2c3c(c1)CCN3C(=O)CC2
    0%, -11%, -5%, 17, -12%, 0%, x, -6%, -2%
CC(C)C[C@H](NC(=O)[C@@H]1Cc2c([nH]c3ccccc23)C2c3ccccc3C(=O)N21)C(=O)N1CCC[C@@H]1C(=O)O (some centres undefined)
    9%, 7%, -2%, 17, -9%, -17%, 10%, 0%, 11%
CCN(C(=O)CSc1nc2cc(C(=O)OC)ccc2c(=O)n1Cc1ccco1)c1cccc(C)c1
    -21%, -2%, -3%, 18, -9%, u, x, -29%, -14%
CN(CC(=O)Nc1ccc(F)c(F)c1F)C(=O)c1ccc2c(c1)S(=O)(=O)N=C1CCCCCN12
    1%, 4%, -10%, 1, -17%, -16%, -4%, -5%, 3%
CCOCCCNC(=O)C(c1ccc(Cl)cc1)N1CCC2(CC1)OCCO2 (centres undefined)
    3%, 15%, -10%, 24, 3%, u, -4%, -2%, 13%
C[C@@H]1CN([C@H](C)CO)C(=O)CCCn2nncc2CO[C@@H]1CN(C)S(=O)(=O)c1ccccc1F
    -3%, x, 4%, 13, x, -9%, 9%, -1%, -4%
O=C1c2c([N+](=O)[O-])cc([N+](=O)[O-])cc2S(=O)N1Cc1ccccc1 (centres undefined)
    2%, -1%, -27%, -9, -7%, 7%, 6%, -5%, 10%
O=C(CCN1C(=O)c2ccccc2C1=O)OCN1C(=O)c2ccccc2C1=O
    12%, 2%, -6%, 2, -2%, 0%, -2%, 19%, 13%
Cc1ccc(S(=O)(=O)NC(=O)C2(C)CCN2C(=O)Cc2cccs2)nc1 (centres undefined)
    7%, x, -5%, 4, x, 4%, -3%, 0%, 21%
Cc1ccc(NC(=O)C2C3CCCC2C3c2ccccc2)cc1 (centres undefined)
    -2%, 14%, 1%, 2, 13%, -5%, -6%, 1%, -3%
CN(C)C/C=C/C(=O)Nc1cccc(-c2c[nH]c3ncnc(Oc4ccc(NC(=O)CC(=O)Nc5ccc(F)cc5)cc4F)c23)c1
    -10%, u, -2%, -90*, 4%, 11%, 3%, 0%, -14%
O=C1NC(c2ccc(Br)cc2)Nc2sc3c(c21)CCC3 (centres undefined)
    26%, 1%, u, -8, -9%, -12%, 21%, 12%, 5%
CCN(CC)C(=O)CSc1nc2ccc(NC(=O)CSc3nnc(COc4ccccc4C)n3C)cc2s1
    -28%, 24%, -1%, -13, -3%[9.22 µM], 2%, -14%, 0%, -17%
Cc1ccc(S(=O)(=O)N(CC(=O)N2CCC(C(N)=O)CC2)c2cccc(C(F)(F)F)c2)cc1
    -4%, 4%, 5%, 0, 4%, 3%, 8%, 7%, 0%
O=C(O)C1CCC(c2ccc(-c3ccccc3)cc2)CC1 (centres undefined)
    -2%, 0%, 0%, 6, -2%, u, 61%[activator], -27%, 0%
CC1CCCC(C)N1C(=O)CSc1ncccn1 (centres undefined)
    9%, -1%, -7%, 32, -1%, 3%, 2%, 2%, 11%
COc1ccc(NC(=O)CC(c2ccc(F)cc2)c2ccc(OC(C)C)cc2)cc1 (centres undefined)
    -19%, 18µM*, 1%, 9, 3%, u, -25%, 0%, -13%
Cc1ccc(N2CCN(CC(O)COc3ccc([N+](=O)[O-])cc3)CC2)cc1 (centres undefined)
    -20%, 17%, -10%, u, 26%, -8%, 0%, 0%, -4%
O=C(CSc1nnc(C2CC2)n1C1CC1)c1ccc(Br)s1
    24%, 8%, -15%, -3, -7%, 3%, 38%, 9%, 12%
CCN(C[C@H]1N[C@@](CC)(C(=O)OC)[C@H]2C(=O)N(Cc3ccccc3)C(=O)[C@@H]12)C(=O)COc1ccccc1
    6%, 3%, -1%, -12, -3%[9.22 µM], -4%, 0%, 0%, 4%
Cc1ccnc(N2C3CCC2CC(O)(c2ccccc2)C3)n1 (centres undefined)
    2%, -19%[9.22 µM], -2%, 13, 9%, 1%, -32%, 0%, 5%
CCOc1ccc(CN(C)C(=O)CNC(=O)c2sc3ccccc3c2Cl)cc1
    11%, 1%, 3%, -13, -1%, u, x, -7%, 1%
Cc1cccnc1NC(=O)Nc1cccc(F)c1
    7%, x, 6%, 0, x, 1%, x, -13%, 17%
O=C(c1ccco1)N1CCN(C(=O)c2ccc(-c3ccc([N+](=O)[O-])cc3)o2)CC1
    -1%, u, u, -3, -9%, x, -2%, x, 7%
COC(=O)C1=C(C)N(C)C(=S)NC1c1ccc(OC)cc1OC (centres undefined)
    2%, 0%, 3%, -3, -12%, -1%, x, -12%, 0%
